BB579 growth dn = reduces growth of yeast BB579 in restrictive medium | S. cerevisiae BB579 growth, OD615, 48 h | inhibition, % at 10 µM | 140,000 tested, 0.51% active | AID 804;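 active means inhibition above a set limit, 3 SD over the mean compound inhibition, cut at about 44% in these data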; further: inactives centre near -24
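Test system: S. cerevisiae DeaD strain BB579 yeast; Medium: restrictive CSMM-D medium; Compound: one dose, 10 µM compound with 0.25% DMSO; Incubation: 4 h cell preincubation, 48 h compound exposure, 30 °C humidified; Signal: OD at 615 nm; Benchmarks: amphotericin B at 10 µg/mL as positive control.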
GALR2 antag = GALR2 (human) receptor antagonism. O43603. GALR2-expressing cells, antagonist mode. inhibition, % at 4 µM. 140,000 tested, 0.39% active; in the data active means inhibition above about 27%;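 further: cells stimulated with galanin 1-16 at roughly its EC80; 0% = agonist challenge control and 100% = basal control without agonist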
Target sequence (O43603 whole entry, looked up): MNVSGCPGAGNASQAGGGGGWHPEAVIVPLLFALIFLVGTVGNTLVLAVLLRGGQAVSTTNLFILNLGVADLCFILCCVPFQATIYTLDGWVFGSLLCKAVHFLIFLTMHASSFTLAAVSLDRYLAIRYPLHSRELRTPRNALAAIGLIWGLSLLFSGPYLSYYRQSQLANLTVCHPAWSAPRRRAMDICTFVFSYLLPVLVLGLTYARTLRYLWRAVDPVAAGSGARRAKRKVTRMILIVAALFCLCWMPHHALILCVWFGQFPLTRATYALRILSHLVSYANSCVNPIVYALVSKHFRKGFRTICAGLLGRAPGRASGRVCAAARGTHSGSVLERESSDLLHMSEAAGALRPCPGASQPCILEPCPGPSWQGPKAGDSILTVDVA
Phagocyt inh = inhibitors of macrophage phagocytosis; J774A.1 macrophage IgG-bead phagocytosis, imaging; inhibition, % at 5 µM; 110,000 tested, 0.07% active;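 active means inhibition above the mean of the plate negative controls plus 5 SD, cut at about 13% in these data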;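 further: phagocytic index as fraction of beads internalized from green versus red external bead signal; plate controls were DMSO negative control for no effect and cytochalasin-D positive control for full effect; some results beyond the cut were filed as inactive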
MRP-1 activ = activates MRP-1; H69AR cells + doxorubicin, viability rescue, CellTiter-Glo; viability increase, % at 10 µM; 140,000 tested, 0.61% active; AID 799;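 active means viability gain under doxorubicin at or above a set limit, the compound median plus 3 SD, cut at about 4.7% in these data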;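 further: MRP-1 overexpressing cells given doxorubicin 25 µM after compound pretreatment; 18-22 h compound pretreatment then 72 h with doxorubicin before readout; 0% = doxorubicin-only wells and 100% = vehicle-treated cells without doxorubicin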
bCat KO growth = beta-catenin-lacking colon tumor cell growth suppression; HCT116 beta-catenin knockout viability, CellTiter-Glo, 60 h; hits give low values; viability, % at 10 µM; 140,000 tested, 1.5% active;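 active means viability at or under a set limit, the compound median less 4 SD, cut at about 6% in these data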;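 further: 0% = Hyamine 1622 control at 20 µM and 100% = untreated cell control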
Yeast life ext = yeast lifespan extension; S. cerevisiae growth with nicotinamide, OD615; deaD strain in restrictive glucose medium; 130,000 tested, 0.68% active; inhibition of the nicotinamide effect, % at 10 µM;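 active means inhibition above a set limit, placed 3 SD over the median of all compounds, cut at about 26% in these data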;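 further: 0% = nicotinamide-treated wells and 100% = cells grown without nicotinamide; some compounds called inactive have numbers as strong as hits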
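System: DeaD-strain S. cerevisiae / Buffer or medium: CSMM-D, restrictive glucose (dextrose) synthetic minimal medium / Probe or stimulus: nicotinamide, 1.5 mM, co-present with compound / Compound: one concentration, 10 µM, DMSO 0.25% / Incubation: 48 h compound exposure at 30 °C, humidified / Technique: optical density (absorbance) at 615 nm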
E-sel TNF inh = TNF alpha driven E-selectin expression inhibition; HUVEC TNFa-induced E-selectin immunofluorescence, high content; inhibition, % at 2 µM; 120,000 tested, 0.71% active; AID 1246;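 active means inhibition above the batch mean plus 3 SD, and confirmed as a hit on visual image review, cut at about 43% in these data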;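 further: 0% = TNF-stimulated DMSO wells and 100% = unstimulated control wells; not every result past the cut was called active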
Measles CPE = protection of cells from measles virus. AID 841. Measles virus-infected cells, CPE protection, absorbance. protection (pct of control), % at 4 µM. 140,000 tested, 1.5% active; in the data active means protection mostly above about 24%, no sharp cut-off; inactive means mostly below about 26%; further: some compounds called inactive have numbers as strong as hits
NPY Y2 blocker = NPY-Y2 (human) receptor antagonism; inhibition, % at 2.7 µM; 140,000 tested, 0.99% active; AID 793; NPY-Y2 expressing cells, antagonist mode; in the data active means inhibition above about 17%;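 further: 0% = vehicle with agonist challenge and 100% = reference antagonist with challenge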
Target sequence (P49146 whole entry, looked up): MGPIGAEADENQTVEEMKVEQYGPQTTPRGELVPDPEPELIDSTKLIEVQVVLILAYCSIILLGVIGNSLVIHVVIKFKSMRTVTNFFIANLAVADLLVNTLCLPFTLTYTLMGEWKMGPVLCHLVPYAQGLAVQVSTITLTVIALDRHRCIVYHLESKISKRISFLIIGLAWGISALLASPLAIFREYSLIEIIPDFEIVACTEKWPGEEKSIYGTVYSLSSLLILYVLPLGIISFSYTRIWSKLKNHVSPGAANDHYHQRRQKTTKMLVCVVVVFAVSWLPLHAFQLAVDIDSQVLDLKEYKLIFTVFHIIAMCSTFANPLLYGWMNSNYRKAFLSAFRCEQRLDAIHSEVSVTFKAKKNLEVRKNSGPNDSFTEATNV
HCT116 PTEN-null = suppresses growth of cells with PTEN deletion; HCT116 PTEN-null viability, CellTiter-Glo, 60 h; hits give low values; viability, % at 10 µM; 140,000 tested, 1.2% active; AID 827;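 active means viability at or below a set limit, 4 SD under the median of all tested compounds, cut at about 3.7% in these data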;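 further: PTEN knockout HCT116 line with beta catenin targeted HCT116 as companion control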
* hit, by the source's call; / = not tested or not shown.

Structure	BB579 growth dn	NPY Y2 blocker	Yeast life ext	HCT116 PTEN-null	MRP-1 activ	E-sel TNF inh	GALR2 antag	Measles CPE	Phagocyt inh	bCat KO growth
CC(=O)Nc1ccc(C(=O)N/N=C/c2ccccc2OC(=O)c2ccc(Cl)cc2)cc1	-18	7	-4	16	-2.6	-58	2	2	/	11
CCOC(=O)N1CCN(C(=O)CSc2nc3c([nH]c4ccccc43)c(=O)n2C)CC1	-22	0	-2	86	-3.6	/	-5	9	/	95
Cc1nn(C)c(C(=O)N2CCOCC2)c1Cl	-9	0	11	101	-0.7	/	2	4	0	94
CCOC(=O)N1CCN(C(=O)CCSc2ccccc2)CC1	-29	1	-13	102	-2.2	/	-9	5	0	99
Cc1nn(C(=O)N2CCCCC2)c(C)c1CN1C(=O)c2ccccc2C1=O	5	14	1	96	0.5	2	-2	5	-1	90
CCC(C)N1C(=O)CCC1C(=O)O (configuration not stated)	-34	2	-12	72	0.0	9	-4	3	/	72
Nc1nc(SCC(=O)N2CCCC2)[nH]c(=O)c1NC(=O)c1ccco1	-9	-1	-7	103	-1.9	-8	-2	0	0	96
CC(C(=O)N1CCc2ccccc21)n1cccc1 (configuration not stated)	-17	3	-14	94	-1.5	3	-6	21	/	97
CCN1CCN(C2=NC(=O)/C(=C/c3ccc(C)o3)S2)CC1	-12	-2	-11	113	-0.9	/	-1	15	-2	103
Cc1ccc(S(=O)(=O)N(C)CC(=O)Nc2cccc3c2CCCC3)cc1	-19	3	-18	87	-1.0	-42	8	7	-1	86
O=C(Cn1nc(-c2ccc(Cl)cc2)ccc1=O)N1CCN(c2ccccc2)CC1	-26	3	-7	78	1.6	/	-4	9	/	86
CCN(CC)C(=O)c1ccc2c3c(cccc13)C(=O)N(CCc1ccc(OC)c(OC)c1)C2=O	-29	5	3	24	-0.2	/	-1	15	2	27
CSc1ccc(C2NC(=O)c3c(sc4c3CCN(C)C4)N2)cc1 (configuration not stated)	12	2	-5	68	-3.1	24	3	19	0	75
CNCCCOc1ccc(C)cc1Br	-28	2	-4	122	-0.9	/	0	19	1	95
Cc1cc(=O)[nH]c(SCCOc2ccc3c(c2)CCC3)n1	-22	2	-16	104	-1.3	9	6	4	-1	96
CC(C)CNC1=C(C(=S)Nc2ccccc2)C(=O)CC(C)(C)C1	-11	-2	2	72	-4.8	/	-1	7	-3	78
COC(=O)c1cc(OC)c(OC)cc1NC(=O)CSc1nnnn1Cc1ccccc1	-20	6	-3	85	-2.8	0	6	13	-2	94
CCC1(C)N=C(c2ccc3c(c2)OCO3)CC(c2ccccc2O)N1 (configuration not stated)	-28	4	-13	64	-2.2	11	6	3	/	51
CCc1cc(=O)oc2cc(C)cc(OCc3nn[nH]n3)c12	-41	2	-14	92	-0.2	6	4	34	0	108
Cc1cc(=O)n2nc(N3CCCC(C(=O)NCCCN4CCc5ccccc5C4)C3)sc2n1 (configuration not stated)	7	4	-16	84	-1.3	-34	7	7	2	85
Cc1nc2ccc(NC(=S)N3CCN(c4ccccn4)CC3)cc2nc1C	3	2	-7	100	-0.6	7	0	5	-8	104
CCCCOC(=O)c1ccc(NC(=O)c2ccoc2C)cc1	-55	2	-14	86	0.8	3	-3	13	-2	94
O=C(Nc1ccc(Oc2ncccn2)cc1)c1ccco1	-55	0	-23	83	-1.1	-4	6	8	/	87
COc1ccccc1NC(=O)N1c2ccc(F)cc2CCC1C (configuration not stated)	-42	-1	19	95	-1.3	-6	-13	2	3	98
O=C1C(Cl)=C(N2CCCCC2)C(=O)N1c1ccccc1Cl	-11	-1	-7	108	-0.5	-14	7	15	0	89
Cc1cc(N2C(=O)C(O)=C(C(=O)c3ccco3)C2c2ccc(O)cc2)no1 (configuration not stated)	-5	2	-16	100	-2.4	-40	13	27	/	87
CCc1ccc2[nH]c(=O)c(CN(CCCN3CCOCC3)C(=O)Nc3cccc(Cl)c3)cc2c1	-23	7	2	1.9*	-4.1	8	-18	19	0	1.9*
O=C(Nc1ccc2nc(-c3ccccc3)oc2c1)c1ccco1	-29	2	-17	90	-0.8	-11	3	6	-2	88
Cc1ccc2cc(CN(C)C(=O)C3CCCO3)c(=O)[nH]c2c1 (configuration not stated)	-38	2	-8	101	0.1	/	-3	16	0	91
O=C(c1ccc(CNS(=O)(=O)c2ccccc2)cc1)N1CCN(c2ccccn2)CC1	16	0	-9	75	0.4	-27	-9	7	/	73
Cn1c(C23CC4CC(CC(C4)C2)C3)n[nH]c1=S	-6	0	9	93	-1.9	/	-3	11	-7	93
Cc1ccc(NN=Nc2nc3c([nH]2)c(=O)n(C)c(=O)n3C)cc1	-10	0	3	95	-2.8	-1	14	3	-7	92
Cc1ccc(S(=O)(=O)N2CCN(C3CCN(Cc4ccccc4)CC3)CC2)cc1	-25	4	-6	98	-0.3	26	11	7	0	77
CCn1c(-c2csc(-c3ccccc3)n2)n[nH]c1=S	-17	7	-14	88	-1.0	/	-18	15	-1	92
COC(=O)N(NC(=O)C(O)(c1ccccc1)c1ccccc1)c1ccccc1	-38	22*	7	84	-0.8	4	20	29	/	80
COC(=O)N/N=C/c1c(C)nn(-c2cccc(Cl)c2)c1Cl	-57	0	-10	29	-4.2	31	4	13	-6	34
Cc1ccc(Cl)cc1N1CCN(C(=O)c2ccc(NS(=O)(=O)c3c(C)noc3C)cc2)CC1	17	-1	-5	57	-0.2	-5	-7	1	-4	70
COc1cc(C2C(C(=O)c3ccc(C)o3)=C(O)C(=O)N2c2cc(C)on2)cc(Br)c1O (configuration not stated)	-66	1	-4	99	0.5	-16	4	1	1	102
Cc1scc(C(=O)Nn2cnnc2)c1-c1ccccc1	-12	-1	-11	93	-2.4	-7	2	41*	-1	100
O=C(CCCSc1nc2ccccc2s1)NCc1ccco1	1	5	-20	71	-1.0	/	14	27	-1	65
CC[C@H](C)NC(=O)c1ccc(Cn2c(=S)[nH]c3c([nH]c4ccc(OC)cc43)c2=O)cc1	-23	2	-4	90	-0.4	/	-1	6	-8	91
Cc1ccc(C(=O)C(C)OC(=O)C2=COCCO2)cc1C (configuration not stated)	-38	-2	-4	80	-2.7	-3	5	17	4	79
O=C(CCn1c(=O)[nH]c2ccsc2c1=O)N1CCN(Cc2ccc3c(c2)OCO3)CC1	-26	0	-10	87	-2.6	-1	2	2	0	93
Cc1ccc(-c2csc(NC(=O)CSc3nc(C)cs3)n2)cc1	-4	6	/	57	-3.0	13	12	11	/	60
CCOC(=O)c1c(NC(=S)Nc2ccccc2)sc(C)c1C	-9	1	/	93	-2.9	16	3	13	/	89
CC(C(=O)NCCN1C(=O)S/C(=C\c2cccnc2)C1=O)N1C(=O)c2ccccc2C1=O (configuration not stated)	-28	0	1	92	-0.7	/	14	10	-7	95
COc1ccc(C(C(=O)NC(C)(C)C)N(Cc2ccco2)C(=O)CCC(=O)Nc2cc(C)on2)cc1 (configuration not stated)	-12	4	-14	76	-1.0	-1	-8	19	-2	90
Cn1cc(-c2nnnn2-c2ccccc2)c(=O)c2ccccc21	-20	0	-10	95	-0.5	-26	4	6	0	86

Looked up by structure from above, 2 records:
Structure	BB579 growth dn	NPY Y2 blocker	Yeast life ext	HCT116 PTEN-null	MRP-1 activ	E-sel TNF inh	GALR2 antag	Measles CPE	Phagocyt inh	bCat KO growth
COc1cc(C2C(C(=O)c3ccc(C)o3)=C(O)C(=O)N2c2cc(C)on2)cc(Br)c1O (configuration not stated)	-66	1	-4	99	0.5	-16	4	1	1	102
Cc1ccc(-c2csc(NC(=O)CSc3nc(C)cs3)n2)cc1	-4	6	/	57	-3.0	13	12	11	/	60

Next part.
Structure	BB579 growth dn	NPY Y2 blocker	Yeast life ext	HCT116 PTEN-null	MRP-1 activ	E-sel TNF inh	GALR2 antag	Measles CPE	Phagocyt inh	bCat KO growth
O=C(Nc1ccc2[nH]c3c(c2c1)CCCC3)c1ccco1	-70	-1	-13	78	-1.6	-10	7	12	4	81
Cc1sc2ncnc(SCC(=O)N3CCCC3)c2c1C	-33	6	-9	95	-0.7	3	-13	12	-1	93
Cn1nc(C(=O)NC2CCCCC2)c2ccccc2c1=O	16	3	-1	83	-2.2	/	-3	18	/	84
Oc1ccc(CN2CCc3ccccc3C2)c2cccnc12	-17	4	1	1.7*	-5.9	-14	9	3	-1	2.1*
O=C(NCc1ccccn1)c1cccc([N+](=O)[O-])c1	-1	1	-23	84	-2.0	21	-3	2	3	109
CCOc1ccc(N2C(=O)CC(/C=C3/N(C)c4ccccc4C3(C)C)C2=O)cc1 (configuration not stated)	-54	2	11	85	-2.9	-41	8	38	0	89
N#C/C(=C\c1ccc([N+](=O)[O-])cc1)C(=O)Nc1ccccc1O	-35	2	6	91	-2.2	-1	5	13	-11	98
COc1cc(O)c2c(=O)c3c(OC)c(O)ccc3oc2c1	-7	1	-6	60	-3.9	/	-11	6	/	68
CCOc1ccccc1-n1c(SCC(=O)N(CC)CC)nnc1-c1ccccn1	16	1	-14	94	-1.4	10	11	6	-3	98
Cc1ccc(NC(=O)CCC(=O)N/N=C/C=C/c2ccccc2)cc1	-35	1	0	91	-1.1	-1	6	15	-11	96
CCOc1cc(N2CCOCC2)c(OCC)cc1NC(=O)CN1CCCC1	-17	2	1	95	0.0	/	-4	3	-7	90
COC(=O)[C@@H]1CC[C@H](C)[C@@H](c2ccc(C)cc2)N1C(=O)c1ccc(/C=N/O[C@@H](C)c2cn([C@H](CO)Cc3ccccc3)nn2)cc1	-46	9	1	8	-4.8	-32	6	3	/	17
CCc1ccc(C2CC(c3ccccc3Cl)Nc3nc(N)nn32)cc1 (configuration not stated)	-7	7	-10	73	-2.9	-50	-17	3	0	73
Cc1ccc(Oc2ccc(NC(=O)c3ccco3)cc2)cc1	-36	0	-7	82	-1.8	-31	-3	13	2	96
Cc1ccc(SCc2cc(=O)[nH]c(N3CCN(Cc4ccccc4)CC3)n2)cc1	-57	3	2	94	-0.1	-14	2	5	-1	90
COc1cccc(Nc2nc(-c3sc(NC(=O)CC(C)C)nc3C)cs2)c1	-31	6	-29	62	-3.0	-12	-11	4	-2	71
O=C(O)c1ccccc1-c1ccccc1C(=O)NCCCO	-12	3	-7	96	-1.0	1	2	6	/	89
O=S(=O)(NCc1cn2ccsc2n1)c1ccc(Oc2ccccc2)cc1	-7	3	-5	56	-0.5	1	-2	4	/	54
Cc1nc(CN2CCN(C(=O)c3ccc(Br)cc3)CC2)cs1	-3	2	-10	102	-2.6	6	-1	20	-4	94
NC(=O)[C@@H]1CCCNc2c(I)cc([N+](=O)[O-])cc2C(=O)N[C@@H](CO)C(=O)NCC(=O)N1	-26	2	2	93	-0.4	-7	10	8	/	89
OCCSc1nc(-c2cccnc2)nc2ccccc12	15	2	-10	83	-4.5	/	-2	3	-1	82
Cc1ccc2c(c1)-c1c(cnn1CC(=O)O)CO2	-26	3	-5	95	-1.3	-18	12	8	/	90

Outcome played no part in choosing rows (roughly 6.4% active in at least one column).
